# hcGAS lum = human cGAS inhibition. recombinant h-cGAS, ATP depletion, Kinase-Glo luminescence. inhibition, % at 12.5 µM. 290,000 compounds, 0.081% hits. AID 1259398;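 also: 0% = vehicle reaction and 100% = reaction without DNA for no activity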
# Target sequence (Q8N884 whole entry, looked up): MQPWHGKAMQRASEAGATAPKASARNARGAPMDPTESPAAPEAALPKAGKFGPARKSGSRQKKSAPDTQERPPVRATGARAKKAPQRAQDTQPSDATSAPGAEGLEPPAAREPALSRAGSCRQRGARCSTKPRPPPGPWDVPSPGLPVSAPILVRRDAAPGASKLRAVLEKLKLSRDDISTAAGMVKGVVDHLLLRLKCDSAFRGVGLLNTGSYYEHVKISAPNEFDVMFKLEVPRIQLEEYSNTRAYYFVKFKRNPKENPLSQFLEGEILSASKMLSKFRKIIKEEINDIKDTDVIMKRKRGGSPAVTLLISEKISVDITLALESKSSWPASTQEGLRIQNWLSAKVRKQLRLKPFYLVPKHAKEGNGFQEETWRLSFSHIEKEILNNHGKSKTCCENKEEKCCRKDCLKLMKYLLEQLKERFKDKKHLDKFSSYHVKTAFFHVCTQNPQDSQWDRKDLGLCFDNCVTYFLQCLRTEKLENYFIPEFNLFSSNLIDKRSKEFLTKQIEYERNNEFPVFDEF
# NPYLR7 ag = activates Aedes aegypti NPYLR7 receptor. HEK293T NPYLR7/Galpha15, GCaMP6s calcium fluorescence. activation, % at 10 µM. 270,000 compounds, 0.15% hits; in the data active = activation above about 40%;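 also: 0% = vehicle and 100% = reference agonist at the receptor; some compounds past the cut are filed as inactive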
# mcGAS lum = blocks mouse cGAS activity | Q8C6L5 | recombinant cGAS, Kinase-Glo ATP depletion luminescence | inhibition, % at 12.5 µM | 160,000 compounds, 0.15% hits | AID 1259399;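 also: 0% = negative control wells and 100% = reference inhibitor with no enzyme activity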
# The depositor's hits bear a star; . = not tested or not shown; & = joins results of further samples. Rule as the data show it, unless noted: active = inhibition above about 40%; inactive = the rest.
SMILES,hcGAS lum,NPYLR7 ag,mcGAS lum
C=C(C)Cn1c(C(=O)N2CCN(C(=O)c3cccc(F)c3)C(C)C2)cc2ccoc21 (stereo not drawn),-7,.,-6
Nc1cc(-c2ccc(Cl)c(Cl)c2)nn1-c1ccc(C(=O)NCCC2=CCCCC2)cc1,-9,0,-5
Cc1ccc(Oc2cnn(-c3ccc(Cl)c(Cl)c3)c(=O)c2Nc2ccc(C(=O)NCC3CCCO3)cc2)cc1 (stereo not drawn),-1,15,-4
CCn1c(C2CCN(C(=O)CCc3cn4ccccc4n3)CC2)nn(C)c1=O,-4,17,.
O=C1NC(=S)N/C1=C/c1ccccc1Cl,3,-12,1
O=C(NC1CCCc2c1cnn2-c1ccccn1)c1csc2c1CCCC2 (stereo not drawn),-5,8,-9
CCN(CC)C(=O)Oc1ccc2c(ccn2C)c1NC(=O)COCCOC,2,-3,0
Cc1cc(OCc2cc(C(=O)N3CCN(C4CCCC4)C(=O)C3)no2)cc(C)c1Cl,5,3,.
C=C1C(C)(C)[C@H]2CC[C@]1(C(=O)NCC(=O)NC(C)(C)C)C2,-6,1,-17
O=C(OCc1cccnc1)c1cc(=O)[nH]c2ccccc12,2,5,.
CCc1nc2ccc(C(=O)NCCN3CCOCC3)cn2c1N(CC)Cc1ccc2c(c1)OCCO2,-2,8,-2
Cc1ccc(OCCC(=O)N2CCc3c(sc4[nH]c(=O)n(C5CCCCC5)c(=O)c34)C2)cc1,-2,3,-4
CS(=O)c1ccc(NC(=O)c2n[nH]c3c2CCCC3)cc1 (stereo not drawn),-11,5,.
Cc1cccc(C2=NOC(C)C(=O)N2Cc2cccc(C#N)c2)c1 (stereo not drawn),-2,5,.
COC(=O)CCc1c(C)nn(-c2ccc(C(=O)NCc3cccc(F)c3)cc2)c1C,-1,-10,0
Cc1ccc(CSc2nc(CC(=O)Nc3ccc(C(N)=O)cc3)cs2)cc1,-1,.,0
CC(/C=C1\N=C(c2ccc(Cl)cc2)OC1=O)=C\c1ccccc1,-1,0,.
O=S(=O)(Nc1ccc(F)c(Cl)c1)c1ccc(Br)s1,2,5,.
CCn1c(=NC(=O)c2ccc3ncsc3c2)sc2cccc(F)c21,9,-1,0
COc1ccc(C2CC(c3ccc(Br)cc3)=NN2C(C)=O)cc1OC (stereo not drawn),-5,-3,-4
Cc1ccc(S(=O)(=O)NC2CCN(C3CCCC3)C2)c(C)c1 (stereo not drawn),-4,3,-3
O=C(NS(=O)(=O)c1ccccc1F)c1ccc2c(c1)OCO2,-11,7,.
CC(=O)Nc1c2c(nn1-c1ccc(Oc3ccccc3)cc1)CSC2,-8,-2,.
COc1ccccc1NC(=O)Nc1ccnn1C1CCN(C(=O)c2cscn2)CC1,-6,7,.
O=S(=O)(Nc1cccc(F)c1)c1cc(Br)ccc1Br,-4,9,.
CCn1cc2nc(OC)c(CNC(=O)Cn3nccc3C)cc2c1O,-7,6,-15
CCc1nc(-c2c(-c3ccccc3)ncn2Cc2csc(C)n2)c(C)[nH]1,-5,8,.
Cc1cc(C)nc(NNS(=O)(=O)c2ccc(Cl)cc2F)n1,-3,5,-7
CCc1c(C)nn(-c2ccc(C(=O)Nc3ccc(OC)cc3)cc2)c1C,-7,-3,-2
O=C(Cn1ccc2ccccc21)N1CCN(c2ccc(-c3cccs3)nn2)CC1,-4,1,.

# Reformatted with two lines to a compound: entries from further up
# Values run as follows: hcGAS lum | NPYLR7 ag | mcGAS lum
C=C1C(C)(C)[C@H]2CC[C@]1(C(=O)NCC(=O)NC(C)(C)C)C2
    -6 | 1 | -17
O=C(OCc1cccnc1)c1cc(=O)[nH]c2ccccc12
    2 | 5 | .
CCc1nc2ccc(C(=O)NCCN3CCOCC3)cn2c1N(CC)Cc1ccc2c(c1)OCCO2
    -2 | 8 | -2
Cc1ccc(OCCC(=O)N2CCc3c(sc4[nH]c(=O)n(C5CCCCC5)c(=O)c34)C2)cc1
    -2 | 3 | -4
CS(=O)c1ccc(NC(=O)c2n[nH]c3c2CCCC3)cc1 (stereo not drawn)
    -11 | 5 | .
Cc1cccc(C2=NOC(C)C(=O)N2Cc2cccc(C#N)c2)c1 (stereo not drawn)
    -2 | 5 | .
COC(=O)CCc1c(C)nn(-c2ccc(C(=O)NCc3cccc(F)c3)cc2)c1C
    -1 | -10 | 0
Cc1ccc(CSc2nc(CC(=O)Nc3ccc(C(N)=O)cc3)cs2)cc1
    -1 | . | 0
CC(/C=C1\N=C(c2ccc(Cl)cc2)OC1=O)=C\c1ccccc1
    -1 | 0 | .
O=S(=O)(Nc1ccc(F)c(Cl)c1)c1ccc(Br)s1
    2 | 5 | .
CCn1c(=NC(=O)c2ccc3ncsc3c2)sc2cccc(F)c21
    9 | -1 | 0
COc1ccc(C2CC(c3ccc(Br)cc3)=NN2C(C)=O)cc1OC (stereo not drawn)
    -5 | -3 | -4
Cc1ccc(S(=O)(=O)NC2CCN(C3CCCC3)C2)c(C)c1 (stereo not drawn)
    -4 | 3 | -3
O=C(NS(=O)(=O)c1ccccc1F)c1ccc2c(c1)OCO2
    -11 | 7 | .
CC(=O)Nc1c2c(nn1-c1ccc(Oc3ccccc3)cc1)CSC2
    -8 | -2 | .
COc1ccccc1NC(=O)Nc1ccnn1C1CCN(C(=O)c2cscn2)CC1
    -6 | 7 | .
O=S(=O)(Nc1cccc(F)c1)c1cc(Br)ccc1Br
    -4 | 9 | .
CCn1cc2nc(OC)c(CNC(=O)Cn3nccc3C)cc2c1O
    -7 | 6 | -15
CCc1nc(-c2c(-c3ccccc3)ncn2Cc2csc(C)n2)c(C)[nH]1
    -5 | 8 | .
Cc1cc(C)nc(NNS(=O)(=O)c2ccc(Cl)cc2F)n1
    -3 | 5 | -7
CCc1c(C)nn(-c2ccc(C(=O)Nc3ccc(OC)cc3)cc2)c1C
    -7 | -3 | -2
O=C(Cn1ccc2ccccc21)N1CCN(c2ccc(-c3cccs3)nn2)CC1
    -4 | 1 | .

# Following part
SMILES,hcGAS lum,NPYLR7 ag,mcGAS lum
CNC(=O)[C@@H]1[C@@H](OC(=O)Nc2ccccc2)C(=O)N(C)C12CCN(C(=O)c1ccco1)CC2,-6,29,-5
CN(Cc1cc(C(C)(C)C)n[nH]1)C(=O)c1ccn2nnnc2c1,1,3,.
CCOc1ccccc1N1CCN(C(=O)c2ccc(CSc3nc(Cl)cc(N4CCN(c5ccccc5Cl)CC4)n3)cc2)CC1,-4,24,-5
O=[N+]([O-])c1cccc2c(Br)[nH]nc12,-3&-2,2&-9,-2&1
Cc1cccc2sc(NC(=O)C(C)C)nc12,-8,-2,-6
CCOc1cccc2cc(C(C)Nc3c(C#N)c(=O)n(C)c(=O)n3C)oc12 (stereo not drawn),-5,2,.
O=C(O)COCC(=O)N1CCN2C(=O)N(Cc3ccccc3)C(=O)[C@H]2C1,-6,-10,-6
Cc1ccc(F)c(-n2nnnc2CSCC(=O)NC(C)(C)C)c1,10,1,.
C=CCn1c(SCc2ccc(C(=O)NCc3ccc(F)cc3)cc2)nnc1-c1ccccc1[N+](=O)[O-],5,1,3
CCC1CN(CCC(=O)N2CCN(c3nc(C)cnc3C)CC2)Cc2ccc(Cl)cc2O1 (stereo not drawn),-7,2,-7
COC(=O)c1cc(C(=O)OC)cc(S(=O)(=O)Nc2ccc(C)c(S(N)(=O)=O)c2)c1,1,2,.
COCCN(C(=O)C1CCC1)c1c(N)n(CC(C)C)c(=O)[nH]c1=O,-3,1,.
C=CCn1c2c(c(=O)[nH]c1=S)CN(CC1CCCO1)CN2 (stereo not drawn),-4,1,.
CCC(CO)N(Cc1ccccn1)C(=O)c1cnn2ccccc12 (stereo not drawn),-2,1,-10
Cc1cc(C(C)NC(=O)NCc2ncnn2C)cc(C)c1F (stereo not drawn),-8,-15,.
Cc1cc(C2=CSC3=NS(=O)(=O)CCN23)c(C)s1,-4,16,.
CCc1ccccc1NC(=O)c1c(N)c(C(=O)c2cccc(OC)c2)n2ccccc12,-9,-1,-8
CC1CCN(c2nc(N)c([N+](=O)[O-])c(NCc3ccco3)n2)CC1,-4,12,.
CCc1c(C(=O)N2CCCN(C(C)=O)CC2)csc1C,-8,.,-13
COc1ccc(C(=O)/C=C/c2ccc(N3N=C(c4ccccc4)CC3c3ccccc3)cc2)cc1 (stereo not drawn),0,-1,1
CC(C(=O)NCCc1ccc(F)cc1)N1CCN(C2=NCC(C)(C)S2)CC1 (stereo not drawn),-11,1,.
C=CCSc1nnc2c(n1)OC1(Nc3ccccc3-2)C(=O)Nc2ccc(Br)cc21 (stereo not drawn),4,7,3
CC(N)=C(C#N)C(=O)COC(=O)C(C)C,16,2,.
CC1(NC(=O)N2CCCCCC2)CCS(=O)(=O)C1 (stereo not drawn),-14,1,.
COc1ccc([N+](=O)[O-])cc1NC(=O)COC(=O)c1c(C)oc(C)c1C,-1,4,.
COc1ccccc1CCNC(=O)CCn1c(=O)sc2ccccc21,3,-3,-2
CCOC(=O)C(C#N)=CNc1sc(C)c(C)c1C(=O)OCC,2,-4,.
COc1ccc(CN2CCN(c3cccnc3)CC2)c(OC)c1OC,4,-8,.
Cc1ccc(C2c3ccsc3CCN2C(=O)CN(C(=O)COCc2ccccc2)C2CC2)cc1 (stereo not drawn),-2,16,-5
CC1=NC2(C)CCCCC2c2c(C)ccc(C)c21 (stereo not drawn),-10,0,.
COc1ccc(-c2cnccc2N)cn1,3,3,-15
O=C(C1COc2ccccc2O1)N1CCN(C(c2ccccc2)c2ccc(F)cc2)CC1 (stereo not drawn),-7,16,-5
COc1cc(C)c(NC(=O)CC2CC3CCC2C3)cc1OC (stereo not drawn),-9,4,.
O=C1OCCN1CCN1Cc2ccccc2C(c2ccccc2)C1 (stereo not drawn),-6,4,.
CC1C(=O)N(c2ccccc2)CCN1Cc1ccccc1 (stereo not drawn),-10,-1,-7
CCOC(=O)c1ccc(N=Cc2c(O)c([N+](=O)[O-])cc3oc4c(c23)CCCC4)cc1,-3,-5,-5
C=C1CCC2[C@](C)(CO)[C@H](O)CC[C@@]2(C)[C@@H]1C/C=C1/C(=O)OC[C@H]1O (stereo partly drawn),-1&-1,-7&2,-4
Cc1ccsc1C(=O)N1CC(=O)N2CCc3ccc(Cl)cc3C2C1 (stereo not drawn),-2,-12,2
CCCN1CCCc2cc(CCNC(=O)C(=O)Nc3cc(Cl)ccc3C)ccc21,-3,7,.
O=C(CC1CCCC1)N(Cc1ccccc1)[C@H]1C[C@H]2CCOC[C@@]2(c2ccccc2)C1,4,3,-9
Cc1ccc(-n2ncc3c(C)nnc(SCc4cccnc4)c32)cc1C,-7,-14,-14
CS(=O)(=O)NCCCN1CCCCCC1/C=C/c1ccccc1 (stereo not drawn),-7,0,.
C#CCNC(=O)N(CC1CC1C)C(C)C (stereo not drawn),-9,-7,-15
Cc1sc2nc(C(F)(F)F)nc(N3CCNC(=O)C3)c2c1C,2,-2,.
C=c1ccccc1=C1NN=C(NC(=O)NC(CC(C)C)c2ncnn2C)S1 (stereo not drawn),0,-9,-1
CC(C)(C)n1ncc2c(=O)n(NC(=O)c3ccccc3[N+](=O)[O-])cnc21,-4,-1,.
Cc1cccc(Cn2c(=O)c3c(nc4n(CCN5CCOCC5)c(C)cn34)n(C)c2=O)c1,3,-7,.
COCCCn1cc(C(=O)Nc2cccc(C)n2)c2nn(-c3ccccc3)c(=O)c-2c1,-7,7,-9
Oc1cccc(-c2cc(C3(CNc4cccc(OC(F)(F)F)c4)CC3)ccn2)c1,-7,-15,-7
O=C(CN1CCCC1C(=O)NCc1ccco1)Nc1ccc2c(c1)OCCCO2 (stereo not drawn),-7,3,.
CCc1nc2ccc(C(=O)Nc3ccc(OC)c(OC)c3)cn2c1N(C)Cc1ccc(Cl)cc1,2,-5,2
CC(=O)Oc1ccc(Cn2c(C)c(C(=O)NCc3cccc(C)c3)sc2=O)cc1,-6,10,.
Nc1ncc(Cc2ccc(Cl)cc2Cl)s1,-9,-4,.
CC(OC(=O)C1CCN(C(=O)c2ccc(F)cc2F)CC1)C(=O)N1CCNC1=O (stereo not drawn),3,-2,.
C=C(C)C1Cc2c(C)nn(-c3cccc4ccccc34)c2C1 (stereo not drawn),-3,0,.
COc1ccccc1C=C1NC(=S)NC1=O,7,15,.
C=CCn1c(-c2c(C)nc3cc(C)ccn23)n[nH]c1=S,-3,14,.
Cc1nc(NC2CCN(C3CC3)CC2)c2c3c(sc2n1)CCC3,-7,1,.
CC1C(=O)N(c2ccc(Cl)cc2)CCN1C(=O)COc1ccc(Cl)cc1 (stereo not drawn),3,-1,1
CCCCNS(=O)(=O)C1CCS(=O)(=O)C1 (stereo not drawn),-10,7,-5
# Further compounds follow.
SMILES,hcGAS lum,NPYLR7 ag,mcGAS lum
Cn1ccnc1SCCNC(=O)CC1C(=O)NCCN1C1CCCC1 (stereo not drawn),-2,9,-3
Cc1cc(CN2CCc3ccccc3C3(CCC(NC4CCN(C)C4)CC3)C2)no1 (stereo not drawn),-5,10,.
N#Cc1ccc(C=NNC(=S)NN=Cc2ccc(C#N)cc2)cc1,-6,2,.
Cc1ccc(S(=O)(=O)N2CCN(c3cccc(C(F)(F)F)c3)C(=O)C2C)cc1 (stereo not drawn),1,-1,-2
CC=CCN1N=C(c2ccc(Cl)cc2)Cn2c1nc1c2c(=O)n(C)c(=O)n1C,1,2,-5
O=C(NCCn1ncc2c(=O)n(Cc3ccc(Br)cc3)cnc21)c1cc2ccccc2o1,0,-2,2
Cc1cc(NC(=O)c2ccccc2Cl)n(-c2ncnc3c2cnn3-c2ccccc2)n1,-5,8,-9
CNc1nc2cnc(Nc3ccccc3Cl)cc2n1CCOC,-5,8,-7
Cc1ccc2c(c1)OC(C)CN2C(=O)CNC(=O)c1cccs1 (stereo not drawn),-12,4,-7
CCC(=O)N(Cc1ccco1)Cc1nccn1Cc1ccccc1Cl,-9,13,-7
CN(C)C(=O)C1CSCN1C(=O)c1cnn(C2CCCCC2)c1 (stereo not drawn),-3,10,-11
Cc1nnc2n1N=C(c1ccc(-c3cc(Cl)cc(Cl)c3)o1)CS2,-4,4,.

# High-throughput results as filed in PubChem BioAssay.
